Source: PubChem
hIAP activ: increases human intestinal alkaline phosphatase activity. P09923. purified human IAP, CDP-Star luminescence, 30 min; hits give high values; 1 = vehicle-only enzyme, 0 = enzyme-free background. activation factor at 10 µM. actives 0.16% (n = 330,000). AID 2524;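 active means activation factor of the enzyme at least 2-fold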; further: the source names both 10 and 20 µM as test concentration; values of inactives mirror those of a sister screen read the other way
mIAP act: increases mouse intestinal alkaline phosphatase activity | AID 2805 | actives 0.24% (n = 330,000) | activation factor at 10 µM | muIAP, CDP-Star luminescence, 30 min; hits give high values; 1 = vehicle-only enzyme signal, 0 = enzyme-free wells;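 active means activation factor of at least 2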; further: the source names both 10 and 20 µM as test concentration; values of inactives mirror those of a sister screen read the other way
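also added = chemiluminescent substrate CDP-Star | test system = mouse IAP enzyme | signal = chemiluminescence readout | compound = DMSO-dissolved test compounds | incubation = 30 min at room temperature | benchmarks = DMSO wells, no-enzyme wells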
MPTP block: blocks calcium-induced mitochondrial swelling | actives 1.4% (n = 360,000) | isolated mouse mitochondria, Ca2+ swelling absorbance, 30 min | inhibition, % at 10 µM;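 active means inhibition of 50% or more, scaled per plate between neutral and stimulator controls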;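 further: 0% = DMSO wells given calcium and 100% = 1 mM EGTA wells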
A3G deaminase: blocks human APOBEC3G single-stranded DNA deamination; Q9HC16; recombinant A3G, ssDNA deamination FAM/TAMRA fluorescence; inhibition, % at 20 µM; actives 0.28% (n = 330,000); AID 493012;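 active means inhibition of at least 40% at 20 µM, with no more than 30% in the related APOBEC3A deaminase screen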;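 further: plate controls were DMSO wells with A3G for no effect and wells lacking A3G enzyme for full effect; some compounds called inactive have numbers as strong as hits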
Target sequence (Q9HC16 whole entry, looked up): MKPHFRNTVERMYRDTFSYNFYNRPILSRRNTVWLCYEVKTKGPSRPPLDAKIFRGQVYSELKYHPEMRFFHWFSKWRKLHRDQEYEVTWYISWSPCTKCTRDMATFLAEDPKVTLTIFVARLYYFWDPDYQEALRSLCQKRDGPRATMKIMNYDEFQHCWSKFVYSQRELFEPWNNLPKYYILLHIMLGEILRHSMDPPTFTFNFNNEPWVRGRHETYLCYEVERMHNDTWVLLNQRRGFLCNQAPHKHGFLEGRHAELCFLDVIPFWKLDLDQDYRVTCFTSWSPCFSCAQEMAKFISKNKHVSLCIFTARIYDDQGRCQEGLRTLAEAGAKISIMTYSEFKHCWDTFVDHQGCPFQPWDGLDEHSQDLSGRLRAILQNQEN
hIAP block: blocks human intestinal alkaline phosphatase; P09923; actives 0.12% (n = 330,000); inhibition, % at 10 µM; purified IAP, CDP-Star luminescence, 30 min;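 active means inhibition reaching a set limit with compound at 10 µM in the primary screen, cut at about 35% in these data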;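 further: plate controls were DMSO wells with enzyme for no effect and no-enzyme buffer wells for full effect; values of inactives mirror those of a sister screen read the other way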
mIAP inh: mouse IAP inhibition; inhibition, % at 10 µM; actives 0.2% (n = 330,000); purified mouse IAP, CDP-Star luminescence, 30 min;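 active means inhibition of at least 40% at 10 µM in the primary screen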;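 further: plate controls were DMSO with enzyme for no effect and no enzyme wells for full effect; values of inactives mirror those of a sister screen read the other way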
beta cell repl: induces beta-cell replication in MIN6 cells. MIN6 cells proliferation, ATPlite luminescence, 48 h; cells starved in 0.2% serum; 100% = growth in 10% serum. proliferation, % at 10 µM. actives 0.29% (n = 330,000). AID 2380;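 active means compounds whose signal lies at least 3.5 SD above the mean of all wells on their plate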;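 further: 0% = DMSO-treated cells in low-serum medium and 100% = 10% serum control; some compounds called inactive have numbers as strong as hits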
GRIN3A LBD mod: NR3A (human) ligand-binding domain modulation | NR3A LBD differential scanning fluorimetry, Tm shift; 0% = protein alone, 100% = glycine-bound protein | Tm shift relative to glycine control, % at 25 µM | actives 2.5% (n = 340,000) | AID 1259313;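 active means melting temperature shift of at least 10% of the positive control shift, at one fixed dose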
APOBEC3A inh: human APOBEC3A DNA deaminase inhibition; P31941; recombinant A3A, FAM/TAMRA ssDNA deamination fluorescence; inhibition, % at 20 µM; actives 0.41% (n = 330,000);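 active means at least 40% inhibition at 20 µM here, with at most 30% in a related deaminase screen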;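 further: plate controls were A3A with DMSO for no effect and wells lacking A3A enzyme for full effect; some results filed as inactive read as strong as hits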
Target sequence (P31941 whole entry, looked up): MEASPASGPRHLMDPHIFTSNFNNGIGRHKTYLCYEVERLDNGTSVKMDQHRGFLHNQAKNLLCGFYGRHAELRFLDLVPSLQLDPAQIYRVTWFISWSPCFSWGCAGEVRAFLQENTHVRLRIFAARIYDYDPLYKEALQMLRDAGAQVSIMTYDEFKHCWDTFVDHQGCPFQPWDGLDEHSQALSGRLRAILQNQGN
An asterisk follows results filed as active.

SMILES	hIAP activ	mIAP act	MPTP block	A3G deaminase	hIAP block	mIAP inh	beta cell repl	GRIN3A LBD mod	APOBEC3A inh
N/C(=N\C(=S)Nc1ccccc1)c1ccccc1	0.97	0.89	-0.6	-4	3	12	1	2	2
COc1ccc(C=C(c2ccc(OC)cc2)c2ccc(OC)cc2)cc1	0.8	1	-1.5	4	20	-4	-5	0	-1
O=C(Nc1cccc(Cl)c1)N1CCN(C/C=C/c2ccccc2)CC1	1	1.2	7.4	-8	-2	-21	-2	-5	-5
CCN(CC)C(=O)CCc1nc2sc3c(c2c(=O)[nH]1)CCCC3	0.89	1	-1.4	-1	11	-4	-2	-2	5
CNc1oc(-c2ccccc2Cl)nc1P(=O)(c1ccccc1)c1ccccc1	1.1	0.98	-4.0	-6	-9	2	-5	-1	-2
Cc1ccc2ccc3ccc(C)nc3c2n1	1.4	1.1	-2.0	-1	-38	-12	-8	-2	1
C=CCn1c(SCC(=O)Nc2ccc(C(=O)O)cc2)nnc1-c1cccnc1	1	1.1	-0.1	1	-1	-7	-1	-1	6
COCCNC(=O)c1oc2ccc3c(c2c1C)C(O)CC(C)(C)O3 (centres undefined)	0.89	0.91	0.8	-4	11	9	1	-1	-2
O=C(COC(=O)CN1C(=O)c2ccccc2C1=O)Nc1ccccc1[N+](=O)[O-]	0.86	0.95	-1.7	-5	14	5	0	1	-1
O=C(CSc1nnc(SCc2ccccc2)s1)N/N=C/c1ccc(Cl)cc1Cl	1.1	0.88	9.7	-7	-6	12	-2	-7	0
Cc1ccccc1NC(=O)NCc1ccco1	1	0.92	19	-5	0	8	-1	0	-4
Oc1ccccc1C=NC1CCCCC1N=Cc1ccccc1O (centres undefined)	1.6	1	-5.5	-8	-64	-4	1	2	-2
COC(=O)c1cc(S(=O)(=O)NCC2CCN(CCc3cccs3)CC2)c[nH]1	1	0.99	-0.8	-4	0	1	0	2	-3
O=C1NCCCC1C(=O)N/N=C/c1ccccc1[N+](=O)[O-] (centres undefined)	1	0.95	2.4	-6	0	5	-2	-3	-4
Cc1nnc(SCCC(=O)Nc2ccc(F)cc2)s1	0.88	1.1	-1.3	4	12	-7	-2	4	3
CN(C(=O)CSc1ncnc2sc3c(c12)CCC3)C1CCS(=O)(=O)C1 (centres undefined)	0.83	0.96	-3.1	-3	17	4	2	3	-17
COc1ccc(Cn2ccc(=O)c(Cc3c(Cl)cccc3Cl)c2C)cc1	0.98	1	-1.1	-4	2	-2	-4	0	0
COc1cc(OC)cc(C(=O)NN2CCCCC2)c1	1.1	1	-1.9	-4	-11	-5	4	0	0
CC(=O)NC1=NN(C(C)=O)C(C)(c2ccc(Cl)s2)S1 (centres undefined)	0.98	1.1	-0.7	-3	2	-8	-4	1	-2
N#Cc1c2n(cnc1=O)CCCCC2	0.89	1.1	-2.1	-3	11	-6	0	-1	0
CCc1c(C)nc2nc(SCc3ccccc3Cl)[nH]n2c1=O	1.3	0.97	0.9	-3	-31	3	-5	0	-1
CC1CN(c2nn3c(=O)c4ccccc4nc3c3ccccc23)CC(C)O1 (centres undefined)	0.99	1.1	-1.9	-2	1	-8	0	-3	1
Cc1ccc(C2(C)NC(=O)N(CC(=O)Nc3ccccc3N3CCCCC3)C2=O)cc1 (centres undefined)	0.94	1.1	0.9	-6	6	-8	-3	3	-1
Cc1nc(-c2ccncc2)sc1C(=O)Nc1ccc(Br)cc1	0.96	0.97	-1.5	-2	4	3	-3	1	-1
COc1ccccc1-c1nc(-c2ccccn2)no1	0.96	0.99	0.7	-4	4	1	-5	-1	-1
SMILES	hIAP activ	mIAP act	MPTP block	A3G deaminase	hIAP block	mIAP inh	beta cell repl	GRIN3A LBD mod	APOBEC3A inh
CCOC(=O)/C(C#N)=N\Nc1ccc(S(=O)(=O)Nc2nc(C)cc(C)n2)cc1	0.88	0.99	-1.4	-10	12	1	6	2	-4
O=S(=O)(/C=C/c1ccccc1)Nc1ccc(N2CCOCC2)cc1	1.1	1.1	0.2	-5	-8	-7	-1	2	-2
O=C1CCN(Cc2ccccc2)C(=O)N1c1ccccc1	0.95	0.97	1.4	0	5	3	0	0	4
C=CCn1c2ccccc2c2nnc(SC(CC)C(=O)Nc3sc4c(c3C#N)CCCC4)nc21 (centres undefined)	1.1	0.78	3.7	-6	-12	22	-3	-40	0
Cc1nnn(-c2nonc2N)c1C(=O)N/N=C/c1cccc2ccccc12	0.93	0.91	1.9	-6	7	9	3	33*	-1
CC(=O)c1cccc(CN2CCC(C(=O)Nc3ccc(-c4cccc(C)c4)cc3)CC2)c1	1	1.3	2.2	3	-4	-31	-5	-6	-8
COc1cccc(Cl)c1NC(=O)N1CCc2c([nH]c3ccccc23)C1C(F)(F)F (centres undefined)	1.1	1.2	13	-8	-10	-16	-4	1	-2
Cc1ccc2c(c1)NCC(C(=O)NCc1ccccc1)O2 (centres undefined)	1.1	1.1	-2.2	-12	-10	-6	1	-1	-3
O=C(CSc1nc2nn(-c3ccccc3)c(=O)c-2c2n1CCCCC2)c1ccc(O)c(O)c1	0.76	0.24	3.8	9	24	76*	-7	2	5
O=C(NC1CCCc2c1cnn2-c1ccccc1F)c1ccccc1N1CCOCC1 (centres undefined)	1.1	1	-2.5	-4	-11	-2	0	2	0
COc1cc(Cl)c(S(=O)(=O)N2CCOCC2)cc1Cl	0.93	1	-0.9	-6	7	0	-3	-1	-6
Cc1cc(NN)nc(NS(=O)(=O)c2ccc(Cl)cc2)n1	0.94	1	-1.5	-10	6	-1	1	0	-4
N#Cc1ccccc1OCC(=O)OCC(=O)NCc1ccc2c(c1)OCO2	1.1	1.1	2.3	-7	-12	-12	0	-1	-4
Cc1ccc(C(=O)OCC(=O)NCc2ccc3c(c2)OCO3)cc1S(=O)(=O)N1CCOCC1	1.1	0.95	-1.0	-4	-8	5	-3	-3	-2
O=C(CSc1ncc(-c2ccccc2)n1CC1CCCO1)N1CCCCC1 (centres undefined)	0.87	1.1	0.3	-2	13	-6	-4	-3	-1
Cc1nn(CC(=O)N2CCc3ccccc3C2)c(C)c1Cl	1	0.95	-0.4	-3	-4	5	2	0	-3
CN(CC(=O)Nc1ccccc1C(F)(F)F)C(=O)Cn1c(=O)oc2ccccc21	1.2	0.96	-0.2	-6	-18	4	-2	0	-1
CCCCCCc1cc2cc(S(=O)(=O)c3ccc(F)c(Cl)c3)c(=O)oc2cc1O	0.84	0.97	79*	-8	16	3	0	33*	2
O=C(Cc1ccc2c(c1)OCCO2)N1CCN(S(=O)(=O)c2cccc(C(F)(F)F)c2)CC1	0.99	0.77	-0.4	-2	1	24	0	-6	3
O=C(CNC(=O)c1ccc(Br)o1)Nc1cccc(S(=O)(=O)N2CCOCC2)c1	1	1	-2.0	-5	-1	-1	-5	-3	0
O=C1CNC(=O)/C1=C/c1ccc(O)cc1	1	0.66	0.1	-5	-4	34	-2	1	-5
Cc1ccc(/C=N/Nc2ccc(Cl)c(C(=O)O)c2)s1	0.97	0.98	-0.8	1	3	2	-1	6	5
CC1CCCCC1NC(=O)Cn1nnc2ccccc2c1=O (centres undefined)	1.2	1.2	0.9	-1	-23	-17	2	2	-3
CC(=O)C1=C(O)C(=O)N(c2ccc(C)cc2)C1c1ccc([N+](=O)[O-])cc1 (centres undefined)	1.1	0.97	1.8	-3	-10	3	-4	0	-2
COc1cc(SC)ccc1C(=O)NCc1ccc(C)cc1	1.1	1.1	0.4	-6	-11	-6	2	-2	-1
SMILES	hIAP activ	mIAP act	MPTP block	A3G deaminase	hIAP block	mIAP inh	beta cell repl	GRIN3A LBD mod	APOBEC3A inh
Cc1ccc(OC(=O)CCC(=O)N2CCc3ccccc32)cc1	0.92	0.95	-0.6	0	8	5	-1	5	2
CC(=O)Nc1ccccc1C(=O)C(=O)Nc1cccc(C(=O)N2CC(C)CC(C)C2)c1 (centres undefined)	0.9	0.93	-2.3	-7	10	7	1	-2	3
Cc1ccc(C(=O)Nc2cc(C(C)C)c(O)c(C(C)C)c2)cc1	0.99	1.1	2.9	-6	1	-14	-2	0	2
COc1ccccc1N1CC(C)(C)C(=O)N(C(=O)c2c(F)cccc2Cl)C1=S	0.86	1	2.6	-11	14	-1	-2	2	7
CC(NC(=O)C(=S)N1CCN(C)CC1)c1ccccc1 (centres undefined)	1.1	1.2	-2.1	-3	-8	-15	-1	0	-7
CCN(C(=O)Cn1cnc2c1c(=O)n(C)c(=O)n2C)C1CCS(=O)(=O)C1 (centres undefined)	1.1	1.2	-0.5	-3	-9	-16	3	1	-1
O=C(N/N=C1/CCSC1)c1cccc([N+](=O)[O-])c1	0.88	0.87	-0.3	6	12	13	0	-4	7
CNC(=O)c1ccsc1NC(=O)CS(=O)(=O)c1ccccc1	0.86	0.9	-0.7	-8	14	10	3	-2	-4
CC1=C(C(=O)Nc2ccccc2)C(c2cccnc2)n2nc(-c3cccnc3)nc2N1 (centres undefined)	1	0.91	1.8	-2	0	9	-3	0	-2
Cc1ccc(S(=O)(=O)N2CCN(C(=O)Cc3ccsc3)CC2)c(C)c1	0.88	0.98	0.0	-7	12	2	0	-1	4
O=C1CCc2cc(S(=O)(=O)NC3CCCCC3)cc3c2N1CC3	1.2	1.1	-1.7	-2	-23	-12	-3	3	4
COC(=O)Oc1cncc(C(=O)O)c1	1.1	1	4.1	-3	-13	0	3	-1	-15
Cc1cc(C)cc(NC(=O)C2CCCN2S(=O)(=O)c2ccc3c(c2)C(C)(C)C(=O)N3C)c1 (centres undefined)	1.2	1	-2.6	-4	-17	-2	-3	1	0
COc1ccc(/C=C/C(O)=C(\C#N)c2nnc(N3CCOCC3)n2-c2ccccc2)cc1OC	0.92	1.1	5.9	0	8	-8	4	-1	-5
CN(c1ccccc1)S(=O)(=O)c1cccc(NC(=O)CSc2ncc(C(F)(F)F)cc2Cl)c1	1.1	1	41	0	-7	-3	-3	6	2
CC(=O)N1c2ccccc2NC2=C(C(=O)CCC2)C1c1ccc(F)cc1 (centres undefined)	1.1	1	-0.5	4	-8	-2	-2	-1	-1
Cc1ccc(OCCC(=O)O)cc1	1.2	0.95	0.2	1	-17	5	3	0	9
O=C(CCC(=O)c1ccc(Oc2ccccc2)cc1)Nc1cccc(Cl)c1	0.9	0.9	5.5	-3	10	10	-3	2	1
O=C(c1ccc(F)cc1)N1CCOCC1	1	0.94	0.1	-9	0	6	1	1	-3
O=C(Cn1nnc(-c2ccccc2)n1)NNC(=O)c1ccc(Br)cc1	1.4	0.92	0.3	-9	-36	8	2	-3	-4
COc1ccc(N(CC(=O)Nc2cc(C)ccc2C)S(=O)(=O)c2c(C)nn(C)c2C)cc1	0.81	1	-1.1	-8	20	0	2	4	-4
COc1ccccc1C(=O)C1CCCN(C(=O)c2ccco2)C1 (centres undefined)	0.83	0.96	-0.8	-1	17	4	-3	1	-2
COP(=O)(CC(=O)c1ccccc1)CC(=O)c1ccccc1	0.97	0.99	0.6	-2	3	1	0	-1	0

Reprinted at random: three entries already listed, in no set order.
SMILES	hIAP activ	mIAP act	MPTP block	A3G deaminase	hIAP block	mIAP inh	beta cell repl	GRIN3A LBD mod	APOBEC3A inh
O=C(Cn1nnc(-c2ccccc2)n1)NNC(=O)c1ccc(Br)cc1	1.4	0.92	0.3	-9	-36	8	2	-3	-4
O=C(N/N=C1/CCSC1)c1cccc([N+](=O)[O-])c1	0.88	0.87	-0.3	6	12	13	0	-4	7
COc1ccc(/C=C/C(O)=C(\C#N)c2nnc(N3CCOCC3)n2-c2ccccc2)cc1OC	0.92	1.1	5.9	0	8	-8	4	-1	-5
